# Mito fusion yeast = inhibitors of mitochondrial division or activators of mitochondrial fusion. S. cerevisiae fusion-defective mutant growth rescue, CellTiterGlo 48 h. Potency, µM (titrated, usually from 46.1 µM), for inactives: top-dose growth rescue (activation), usual class: activators. AID 485298. hit rate 0.23% among 320,000;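 note: potency is the fitted concentration of half-maximal effect; % of control where 0% means no effect; nearly all actives have a fitted effect of over 45% in size; temperature-sensitive fusion mutants such as fzo1-1 at 37 °C on non-fermentable ethanol glycerol medium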
#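 Luminescent cell viability in 1536-well qHTS format served as the measure of rescued growth in ts fusion-mutant S. cerevisiae cultured on non-fermentable YPEG for 48 hours at 37C.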
# TSHR antagonist = human thyrotropin receptor antagonism; TSHR-expressing cells, TSH-stimulated cAMP HTRF, 2 h; stronger effect = lower value; AID 504810; hit rate 0.2% among 330,000; P16473; activity change, negative = inhibition, % at 11.5 µM;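 active = activity change below a set negative limit, meaning inhibition stronger than a set level, cut at about -70% in these data; inconclusive = activity change between two set negative limits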; note: % is set by controls: 0 for no effect and ±100 for the full control effect
#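 Cell-based HTRF cAMP assay; TSHR cells + compound, TSH EC80 (4nM final), 2 h, 37 deg C. Lysis with anti-cAMP cryptate and cAMP-d2, 30 min RT, read 665/620 nm.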
# MBNL1 CUG block = blocks human MBNL1 binding to CUG repeat RNA | Potency, µM (highest dose often 57.5 µM), without a hit: at the top dose activity change, negative = inhibition, hits mostly inhibitors | Q9NR56 | TR-FRET MBNL1-His/biotin-(CUG)12 binding, 665/545 ratio | hit rate 0.036% among 280,000 | AID 2675; active = well fitted inhibition curve with a large enough effect in the signal ratio, with a control signal flat, not every such curve was filed as active; inconclusive = small, poorly fitted or top-dose-only effect, or effect the other way, or a change in a side signal; inactive = no such curve, though single readings can be large or run the other way; the % refers to the signal ratio; note: potency is the fitted concentration of half-maximal effect; % is set by controls: 0 for no effect and ±100 for the full control effect
#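 Inhibition of protein-RNA binding appears as loss of TR-FRET between terbium anti-His antibody on MBNL1-His and streptavidin-XL665 on biotin-(CUG)12. Activity is normalized to buffer-only and uninhibited-complex controls.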
# BCR signal inh = inhibitors of chronic active B-cell receptor signaling; hit rate 0.05% among 340,000; AID 493014; Potency, µM (highest dose often 46.1 µM), for the others: at the highest dose ratio change, negative = lower green/red ratio, most hits filed as inhibitors; ABC-DLBCL IkBa-CBG/CBR reporter, luminescence ratio, 4 h; active = well fitted inhibition curve with a large enough effect in the signal ratio, with a control signal flat, not every such curve was filed as active; inconclusive = small, poorly fitted or top-dose-only effect, or effect the other way, or a change in a side signal; the % refers to the signal ratio;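 note: potency is the fitted concentration of half-maximal effect; plate controls were basal doxycycline-induced cells for no effect and cells given 10 µM MG132 for full effect; MG132 reads +100%, hits lower the ratio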
#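 Doxycycline induced both beetle luciferases in TMD8 lymphoma cells; IKK-driven degradation limits the IkappaBalpha-fused green signal, while red luminescence normalises for cell number and nonspecific effects. Compounds tested up to 46 uM, 4 hrs.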
# Eya2 inh = blocks the phosphatase activity of human Eya2; recombinant Eya2, OMFP fluorescence dephosphorylation (OMFP is methylfluorescein phosphate); Potency, µM (highest dose often 76.9 µM), without a hit: top-dose activity, negative = inhibition, actives largely listed as inhibitors; hit rate 0.006% among 330,000; note: potency is the fitted concentration of half-maximal effect; % is set by controls: 0 for no effect and ±100 for the full control effect
#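 Eya2 (0.2 uM) preincubated 10 min at ambient with compound, then OMFP substrate added at 50 uM; 10 min reaction in 50 mM HEPES pH 7.5, 50 mM NaCl, 5 uM MgCl2, 0.05% BSA, 1 mM DTT. Fluorescence read at Ex 485/Em 525 nm.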
# S-ASM inh = human S-ASM enzyme inhibition; Potency, µM (doses to about 57.5 µM), for the others: at the top dose activity change, negative = inhibition, actives largely listed as inhibitors; placental ASM, HMU-PC fluorogenic substrate, 60 min; hit rate 0.006% among 340,000; AID 504937; P17405; note: potency is the fitted concentration of half-maximal effect
# Target sequence (P17405 47-631 limits assumed): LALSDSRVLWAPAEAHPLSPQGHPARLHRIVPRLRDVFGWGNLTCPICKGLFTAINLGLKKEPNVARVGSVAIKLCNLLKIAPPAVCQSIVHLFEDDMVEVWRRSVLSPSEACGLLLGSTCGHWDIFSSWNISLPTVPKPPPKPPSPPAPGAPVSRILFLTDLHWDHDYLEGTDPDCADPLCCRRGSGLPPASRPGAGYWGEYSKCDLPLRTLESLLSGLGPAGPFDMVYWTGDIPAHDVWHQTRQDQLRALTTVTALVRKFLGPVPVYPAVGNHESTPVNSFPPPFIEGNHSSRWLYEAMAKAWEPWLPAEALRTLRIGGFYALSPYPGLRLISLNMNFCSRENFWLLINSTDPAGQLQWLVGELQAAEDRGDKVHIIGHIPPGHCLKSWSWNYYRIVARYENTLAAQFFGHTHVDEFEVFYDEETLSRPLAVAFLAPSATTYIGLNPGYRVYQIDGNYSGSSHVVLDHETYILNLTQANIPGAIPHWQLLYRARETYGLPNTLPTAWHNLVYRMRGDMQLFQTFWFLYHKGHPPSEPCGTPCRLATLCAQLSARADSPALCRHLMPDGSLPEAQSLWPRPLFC
#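 Human placenta-derived ASM preincubated with compound 10 min at room temperature, then reacted with 9 uM (final) fluorogenic HMU-PC substrate for 60 min at 37 C. Stop solution raises pH to 10; fluorescence read at Ex 386/Em 447 nm.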
# USP2a block = USP2a (human) protease inhibition; Potency, µM (doses to about 38.3 µM), for inactives: at the highest dose activity change, negative = inhibition, most hits filed as inhibitors; hit rate 0.01% among 330,000; USP2 core, Ub-CHOP2 coupled fluorogenic reporter, 485/531; AID 463254; O75604;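 note: potency is the fitted concentration of half-maximal effect; plate controls were DMSO wells for no effect and full inhibition by NEM control for full effect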
#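 USP2 core (10nM final) preincubated 30min RT with compound in 20mM Tris-HCl pH 8.0, 2mM CaCl2, 2mM beta-mercaptoethanol, 0.05% CHAPS; 25nM Ub-CHOP2 plus 25nM reporter substrate added, fluorescence (Ex485/Em531) read after 60min.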
# Menin MLL FP TR = displaces Texas Red mutant MLL peptide from human menin; hit rate 0.23% among 270,000; O00255; AID 1768; Menin + Texas Red MLL mutant peptide, fluorescence polarization; Potency, µM (doses to about 61.6 µM), inactives show at the highest dose FP activity change, negative = inhibition, most hits filed as inhibitors; active = well fitted inhibition curve with a large enough effect in the polarisation, with a control signal flat, not every such curve was filed as active; inconclusive = small, poorly fitted or top-dose-only effect, or effect the other way, or a change in a side signal; inactive = no such curve, though single readings can be large or run the other way; the % refers to the polarisation; note: potency is the fitted concentration of half-maximal effect; % of control where 0% means no effect; many of its hits are not listed in these tables
# hERG WT inh = blocks the wildtype human KCNH2 potassium channel; Q12809; activity change, % at 1.84 µM; U2OS, BacMam KCNH2, thallium flux FluxOr; stronger effect = lower value; hit rate 0.37% among 340,000; AID 720551;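 active = maximum activity change below -70%; inconclusive = maximum activity change between -70% and -50%; inactive = maximum activity change above -50%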; note: % is set by controls: 0 for no effect and ±100 for the full control effect
#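 U2OS cells were transduced with wild-type KCNH2 virus (2.03 x 10^8 / mL) for 4 h at room temperature, then cultured overnight at 37 C. Thallium flux was read with FluxOr dye. Rate constants were normalized to DMSO controls.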
# GALK inh = galactokinase (human) inhibition; P51570; Purified GALK, Kinase-Glo residual ATP luminescence; Potency, µM (titrated, usually from 57.5 µM), without a hit: at the highest dose activity change, negative = inhibition, hits mostly inhibitors; AID 1868; hit rate 0.007% among 270,000; note: potency is the fitted concentration of half-maximal effect; % is set by controls: 0 for no effect and ±100 for the full control effect
#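 The enzyme phosphorylates galactose (100 uM) using ATP (35 uM); inhibition is detected as higher residual ATP, quantified by bioluminescence after 1 h reaction at room temperature, pH 8.0.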
# PKM2 activator = activators of human pyruvate kinase M2; P14618; purified PKM2, Kinase-Glo ATP luminescence, activation; response scale: 0% is enzyme alone, no compound; Potency, µM (titrated, usually from 57.5 µM), for inactives: at the highest dose activation, usual class: activators; hit rate 0.34% among 260,000; AID 1631; note: potency is the fitted concentration of half-maximal effect; % is set by controls: 0 for no effect and ±100 for the full control effect; nearly all actives have a fitted effect of over 55% in size
# Target sequence (P14618 whole entry, looked up): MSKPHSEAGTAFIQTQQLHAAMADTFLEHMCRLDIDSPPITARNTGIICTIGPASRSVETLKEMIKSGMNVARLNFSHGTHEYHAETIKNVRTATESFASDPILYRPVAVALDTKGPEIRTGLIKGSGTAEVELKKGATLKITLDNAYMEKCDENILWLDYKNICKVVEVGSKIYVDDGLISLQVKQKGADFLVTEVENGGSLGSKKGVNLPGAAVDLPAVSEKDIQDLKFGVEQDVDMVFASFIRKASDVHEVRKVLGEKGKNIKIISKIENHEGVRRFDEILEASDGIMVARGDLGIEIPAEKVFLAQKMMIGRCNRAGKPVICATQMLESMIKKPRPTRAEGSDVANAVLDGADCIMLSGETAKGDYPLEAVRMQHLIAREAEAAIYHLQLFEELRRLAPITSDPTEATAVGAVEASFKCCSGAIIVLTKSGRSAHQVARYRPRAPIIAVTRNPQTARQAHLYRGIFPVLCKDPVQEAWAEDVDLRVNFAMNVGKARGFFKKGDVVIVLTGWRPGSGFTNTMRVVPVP
#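 Kinase-Glo luminescence reports ATP generated from ADP (0.1 mM) and PEP (0.5 mM) by purified hPK-M2 after 1 h at room temperature, pH 7.2 imidazole buffer; intermediate enzyme activity allows detecting inhibitors and activators.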
# The depositor's hits bear a star; i = inactive; u = inconclusive; x = not tested or not shown; [ ] = remark or other dose. Unless noted, calls come from the whole dose curve; as a rule, active = well fitted curve in the direction sought with a large enough effect; inconclusive = small, poorly fitted or top-dose-only effect, or another doubt; inactive = no such curve, though single readings can be large; an effect the other way counts as inactive or inconclusive. Only part of the results is shown (hit frequency here may not be typical).
SMILES,Mito fusion yeast,TSHR antagonist,MBNL1 CUG block,BCR signal inh,Eya2 inh,S-ASM inh,USP2a block,Menin MLL FP TR,hERG WT inh,GALK inh,PKM2 activator
CCN(CC)CCC(=O)Nc1cccc2c1C(=O)c1ccccc1C2=O,2.1%,-10.1,u,u,-0.7%,-19.1%,0.7%,x,12.1,3.1%,-1.8%
Cc1ccc(OCC(=O)Nc2ccc(S(=O)(=O)Nc3cc(C)nc(C)n3)cc2)cc1,-0.2%,-10.7,-9.6%,-1.1%,-14.3%,-2.4%,2.6%,9.6%,-3.0,-2.7%,x
CC1CCC(NC(=O)c2ccc(CNc3c(NC4CCCCC4)c(=O)c3=O)cc2)CC1 (stereo unspecified),-4.3%,7.2,5.6%,2.7%,15.9%,-6.6%,0.6%,-4.6%,-2.2,x,1.8%
O=c1cc(CO)[nH]cc1OCc1ccccc1,1.6%,-3.6,-8.4%,-0.3%,-3.9%,1.7%,0.8%,x,3.4,x,-1.4%
Cc1cc(C)n(-c2nc3ccccc3nc2Nc2ccc3[nH]c(=O)[nH]c3c2)n1,-3.0%,66.4,-3.9%,u,-21.5%,-15.0%,2.3%,u,2.1,1.1%,6.1%
CCN1C(=O)[C@H]2[C@@H](c3ccc(-c4ccc(C(C)=O)cc4)c(OC)c3)N3CCCC[C@@]3(C(=O)OC)[C@H]2C1=O,x,1.7,x,2.2%,4.7%,-13.3%,2.2%,x,-2.1,x,x
O=C(NCc1cccc(Cl)c1)C1CCN(c2nnc(N3CCCC3=O)s2)CC1,-1.2%,4.5,0.9%,2.8%,-23.6%,0.7%,1.9%,4.4%,6.6,x,-9.0%
CCS(=O)(=O)c1ccc(Sc2nncn2C)c([N+](=O)[O-])c1,6.2%,17.3,u,u,9.7%,2.5%,-1.5%,19.9%,0.0,0.8%,x
O=C(NCc1ccc(F)cc1)C(=O)NCC1OCCN1C(=O)c1cccs1 (stereo unspecified),1.1%,-4.7,-6.0%,1.7%,-0.6%,-0.4%,4.0%,-1.9%,-13.3,-2.5%,1.3%
CCCNC(=O)c1cc(C)no1,-1.5%,2.7,-3.2%,19.5%,10.0%,8.2%,7.9%,-1.6%,-1.4,2.9%,7.1%
CCOC(=O)C1CCCN(CCC(=O)Nc2c(C(=O)OC)[nH]c3cc(OC)ccc23)C1 (stereo unspecified),0.5%,-2.6,13.8%,-0.5%,18.2%,0.1%,2.6%,5.5%,11.1,1.3%,-3.6%
COc1cccc(/C=N/NC(=O)C(c2ccncc2)N2CCOCC2)c1 (stereo unspecified),2.9%,7.1,14.1%,1.2%,13.2%,-0.8%,-1.6%,x,-8.5,3.8%,-2.4%
Cc1cc(NC(=O)CSc2nnc(-c3cccnc3)n2N)no1,-2.1%,-0.7,-3.1%,-13.1%,0.0%,3.3%,0.8%,x,-7.1,1.3%,-4.9%
O=C(Cn1c2[n+](c3ccc(C(F)(F)F)cc31)CCCCC2)c1cccc([N+](=O)[O-])c1,-0.6%,-1.7,u,3.4%,0.0%,-2.7%,2.4%,0.4%,x,9.5%,x
COc1ccc(CCN(C)C(=O)c2c(C)nn(-c3ccccc3)c2C)cc1OC,-0.6%,3.5,-6.3%,-4.8%,-1.8%,2.4%,3.6%,x,-20.0,-1.7%,0.4%
CCCCCCCCC(=O)N/N=C/c1cccc(Br)c1,6.3%,11.0,12.3%,-0.7%,-3.8%,u,-1.2%,18.7%,14.3,-0.3%,-1.3%
Cc1cc(C(=O)CN2C(=O)NC3(CCCCC3)C2=O)c(C)n1Cc1ccco1,0.7%,-3.9,1.6%,-4.3%,2.6%,-4.1%,9.5%,-7.3%,0.5,1.2%,-1.0%
CCCCNC(=O)Cn1cnc2ccc(S(=O)(=O)N3CCC(C)CC3)cc2c1=O,-12.0%,-7.6,6.2%,-6.7%,-2.8%,-0.8%,2.3%,15.5%,-2.2,-0.6%,-4.1%
COc1ccc(C(=O)NN(C)c2nc(C(F)(F)F)nc3ccccc23)cc1,5.5%,-1.8,-1.7%,u,0.2%,-0.5%,1.0%,22.3%,i,-1.1%,0.2%
CCOC(=O)COc1ncn(-c2ccccc2)n1,-1.2%,-2.7,3.0%,3.0%,15.8%,6.4%,4.2%,-8.0%,5.6,-2.4%,0.8%
Fc1ccc(Nc2nc(-c3ccncc3)nc3ccccc23)cc1F,8.6%,39.2,-16.4%,5.6%,-5.3%,-0.4%,-0.6%,8.3%,x,-0.2%,-15.3%
COc1cc(Cl)c(C)cc1NC(=O)COC(=O)c1cc[n+]([O-])cc1,0.3%,-26.2,x,8.4%,7.2%,0.8%,0.0%,-16.8%,-10.6,-0.1%,0.7%
COc1ccc(OC)c(C(C)NC(=O)Nc2cccc(C(C)=O)c2)c1 (stereo unspecified),-0.5%,-7.0,-20.3%,u,-17.6%,2.1%,0.7%,1.5%,0.8,-0.1%,0.0%
Cc1[nH]c2ccccc2c1/C=N/NC(=O)CNC(=O)Cc1ccccc1,-1.3%,22.6,-11.6%,2.5%,2.4%,-1.9%,1.6%,x,1.8,-3.0%,x
Cc1cc(=O)oc2cc(OCC(=O)N3CCN(C(=O)C4COc5ccccc5O4)CC3)c(Cl)cc12 (stereo unspecified),-0.5%,-17.5,9.4%,-0.2%,4.4%,-2.7%,1.9%,x,-5.5,-3.0%,x
# New compounds follow:
SMILES,Mito fusion yeast,TSHR antagonist,MBNL1 CUG block,BCR signal inh,Eya2 inh,S-ASM inh,USP2a block,Menin MLL FP TR,hERG WT inh,GALK inh,PKM2 activator
Cc1cc(C)cc(NC(=O)CN2CCN(c3ccccc3)CC2)c1,16.2%,13.6,-9.8%,-2.9%,10.5%,1.7%,0.2%,u,-4.5,4.0%,x
CCOC(=O)c1c(/C=N/Nc2ccccc2)c2sc(C)cc2n1C,8.4%,33.1,x,u,-17.6%,x,-0.5%,x,x,x,x
CC(C)(C)C(=O)/C=C1\SCC(=O)N1CC(=O)N1CCN(c2ccccc2)CC1,x,x,x,u,-23.0%,2.0%,2.8%,x,-3.3,x,x
COc1ccccc1CN1CCC(CNS(=O)(=O)c2cc(-c3cc(C)no3)ccc2OC)CC1,-9.8%,-1.6,-9.2%,-15.5%,-1.0%,-0.7%,3.4%,-15.8%,32.9,9.0%,x
CN(C)CCNC(=O)c1cccc(S(=O)(=O)Nc2ccc(F)cc2)c1,-4.3%,10.3,-0.9%,u,3.8%,-2.1%,1.4%,-1.1%,6.1,-2.3%,-43.8%
CCCCNC(=O)CSc1nccn1Cc1ccccc1,-5.7%,6.3,0.7%,6.8%,3.4%,1.6%,1.6%,17.6%,-3.0,-1.2%,0.4%
CNc1nc(Nc2ccc(C(C)=O)cc2)nc(OC(C(F)(F)F)C(F)(F)F)n1,1.1%,-13.0,15.6%,-1.3%,29.4%,-9.1%,1.9%,23.1%,-3.6,2.0%,-4.8%
CCOC(=O)C1CCN(C(=O)c2cccc(NS(=O)(=O)c3ccc(Br)cc3)c2)CC1,-2.6%,-13.7,x,-0.4%,0.6%,0.6%,-1.0%,x,1.1,x,x
O=C(CNC(=O)C(c1ccccc1)c1ccccc1)OCC(=O)c1cccs1,-0.2%,1.5,x,1.7%,-4.4%,29.0%,0.3%,-15.8%,-21.8,1.4%,-8.4%
NS(=O)(=O)c1cc(C(=O)OCC(=O)Nc2ccc(N3CCCCC3)cc2)ccc1Cl,-1.8%,12.4,11.2%,u,-6.1%,-0.5%,5.9%,x,3.4,x,-34.3%
CO/N=C/CC(=O)c1cnc(-c2ccccc2)s1,4.5%,-9.7,x,u,7.6%,6.8%,11.8%,13.8%,-2.9,1.4%,3.3%
O=C(COc1ccccc1Cl)Nc1ccc(C(=O)O)cc1NC(=O)COc1ccccc1Cl,-3.2%,-2.7,12.3%,u,-1.6%,21.8%,-1.8%,x,9.8,6.7%,-7.2%
CC(=O)c1cccc(NC(=O)COc2ccccc2)c1,1.9%,-9.3,-2.0%,u,-23.3%,-0.8%,-1.0%,15.9%,3.6,1.0%,0.9%
COc1cccc(NC(=O)Nc2cnccn2)c1,-1.2%,9.0,-11.1%,4.2%,-20.9%,7.7%,0.3%,-15.9%,-4.8,-0.6%,-5.9%
COc1ccc(N(CC(=O)N2CCOCC2)S(C)(=O)=O)c(OC)c1,2.4%,2.1,-5.7%,3.5%,-6.2%,-0.3%,1.2%,0.7%,5.6,-1.6%,-0.4%[11.5 µM]
